Source: PubChem BioAssay (Broad Institute)
EWS-Fli block: blocks EWS/Fli oncoprotein-driven transcription; A673 NR0B1-luciferase reporter, viability-normalised; inhibition, % at 12.6 µM; hit rate 0.67% among 350,000; AID 651661;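 active = mean inhibition of at least 50% after viability correction, with every replicate also passing that limit; inconclusive = mean reaches 50% but only one of two replicates passes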;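 also: firefly luciferase signal divided by Alamar Blue viability fluorescence both relative to DMSO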
DENV2 CPE: inhibitors of DENV2 cytopathic effect; DENV2-infected cells, cytopathic effect rescue, plate reader; CPE inhibition, % at 9.99 µM; hit rate 1.7% among 350,000; AID 651640; in the data active = CPE inhibition above about 20%, passing the limit was not always enough; inconclusive = no clear call, values can overlap the other calls; tested in BHK-21 cells;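 also: 0% = median of neutral control wells and 100% = median of positive control wells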
SIRT5 inh: blocks human SIRT5 desuccinylation of peptide; Q9NXA8; Purified SirT5, succinyl-peptide AMC, trypsin-coupled fluorescence; inhibition, % at 15 µM; hit rate 1.1% among 330,000; AID 652115; in the data active = inhibition above about 15%; inconclusive = no clear call, values can overlap the other calls
Target sequence (Q9NXA8 whole entry, looked up): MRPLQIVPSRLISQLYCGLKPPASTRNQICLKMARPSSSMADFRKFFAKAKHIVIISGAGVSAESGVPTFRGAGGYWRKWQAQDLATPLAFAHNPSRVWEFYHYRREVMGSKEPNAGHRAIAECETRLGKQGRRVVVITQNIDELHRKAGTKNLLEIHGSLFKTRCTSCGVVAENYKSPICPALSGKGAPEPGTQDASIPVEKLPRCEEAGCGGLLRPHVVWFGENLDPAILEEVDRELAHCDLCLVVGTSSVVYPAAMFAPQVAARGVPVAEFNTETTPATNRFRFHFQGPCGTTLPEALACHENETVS
PAX8 inh HTS: PAX8 transcriptional activity inhibition. RMG-I TPO-luciferase reporter, SteadyGlo, 24 h. hit rate 1.2% among 360,000. inhibition, % at 12.6 µM. AID 652154;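 active = mean replicate inhibition at least 60% with every replicate also reaching 60%; inconclusive = only one of the two criteria is met; inactive = mean below 60% and not all replicates reaching 60%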;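 also: luciferase light reporting Pax8 driven TPO promoter activity; plate controls were median of neutral control wells for no effect and mitoxantrone controls for full effect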
ARNT TACC3 PPI: ARNT/TACC3 interaction disruption. hit rate 0.66% among 390,000. inhibition, % at 9.99 µM. Q9Y6A5. AlphaScreen His-ARNT PAS-B/GST-TACC3 binding, luminescence; TACC3 fragment carries E629A point mutation. AID 623870;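 active = mean inhibition of replicates at least 50% and at least half of replicates each reaching 50%; inconclusive = half or more replicates reach 50% but mean below 50%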;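 also: 0% = complete ARNT plus TACC3 wells and 100% = ARNT alone without TACC3; many hits fall short of the cut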
CASP6 VEID inh: blocks human caspase-6 cleavage activity. P55212. purified caspase-6, Z-VEID-R110 cleavage fluorescence. inhibition, % at 12.5 µM. hit rate 0.53% among 350,000;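 active = mean inhibition across replicates at least about 35%, with every replicate also reaching that limit, limit read from the data; inconclusive = only one of the two criteria met; inactive = neither criterion met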;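 also: 0% = median of neutral control wells and 100% = no fluorescence left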
Target sequence (P55212 24-179 limits assumed): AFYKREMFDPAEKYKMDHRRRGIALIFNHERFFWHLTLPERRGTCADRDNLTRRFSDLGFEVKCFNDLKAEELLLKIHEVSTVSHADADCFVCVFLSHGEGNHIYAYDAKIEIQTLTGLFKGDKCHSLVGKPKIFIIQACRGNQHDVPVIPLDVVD
Target sequence (P55212 194-293 limits assumed): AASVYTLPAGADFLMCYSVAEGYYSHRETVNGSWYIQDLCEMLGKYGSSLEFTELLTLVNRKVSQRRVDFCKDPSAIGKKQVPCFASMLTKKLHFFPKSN
LGR2 antag: Drosophila LGR2 receptor signaling inhibition; HEK293 LGR2, CRE-luciferase, bursicon-stimulated, 4 h; hit rate 0.35% among 380,000; inhibition, % at 9.99 µM;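 active = drop in luminescence signal, shown as inhibition above about 50% in the replicate tests, limit read from the data, passing the limit was not always enough; inconclusive = probably only some replicates passing the limit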;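 also: agonist challenge used bursicon conditioned medium at about half maximal strength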
Starred values were filed as active, the others as inactive; u = inconclusive; x = no result given.

The line under a structure holds: EWS-Fli block | DENV2 CPE | SIRT5 inh | PAX8 inh HTS | ARNT TACC3 PPI | CASP6 VEID inh | LGR2 antag
CCCS(=O)(=O)c1nc(S(=O)(=O)c2ccc(C)cc2)c(N2CCOCC2)s1
 : x | 9 | 0 | 13 | 20 | -1 | 10
CCOC(=O)[C@H]1[C@H]2COc3ccc(C)cc3[C@@H]2N2C(=O)CN(Cc3ccc(C)cc3)C(=O)[C@@]12C
 : -6 | -1 | -3 | -1 | -3 | -1 | 5
CC=Cc1ccc2n(c1=O)C[C@H]1[C@H](CO)[C@@H](C(=O)NCCC)[C@@H]2N1CCC(F)(F)F (mixture of isomers)
 : 3 | 7 | -29 | -14 | -9 | -4 | -1
CCCNC(=O)C[C@H]1CC[C@H]2[C@H](COc3ccc(NC(=O)Nc4ccccc4F)cc3C(=O)N2C)O1
 : -11 | u | -4 | 0 | 6 | 1 | 20
O=C(NCC[C@@H]1CC[C@H](NS(=O)(=O)Cc2ccccc2)[C@@H](CO)O1)C1CCCC1
 : -1 | -5 | 8 | -6 | -5 | -3 | -5
COc1ccc(CCC(=O)N2CCN(S(=O)(=O)c3cccs3)CC2)cc1
 : 0 | -1 | -3 | x | -1 | 1 | 8
CCN(CC)S(=O)(=O)c1ccc(C(=O)NCC2CCCCC2)cc1
 : 0 | -5 | -2 | -19 | -3 | x | 0
CC(C)N(Cc1nc(-c2ccccc2)no1)C(=O)C1CCCCC1
 : 3 | 5 | 2 | x | -4 | 1 | 11
Cc1ccc(NC(=S)NC2CCSc3ccccc32)cc1 (stereo not given)
 : -3 | 3 | -1 | -10 | x | 6 | -1
O=C(C[C@H]1CC[C@@H](NS(=O)(=O)c2ccccc2)[C@H](CO)O1)NCc1ccccc1F
 : -1 | -1 | 1 | 12 | -12 | 1 | -3
CO[C@H]1CC[C@@H]2CCN(C)C(=O)[C@@H](C)CN(C)C(=O)c3cccc(C#N)c3OC[C@H]1O2
 : 0 | 0 | 3 | -12 | -13 | 15 | 2
CC(=O)c1ccc(NC(=O)CN2C(=O)NC(C)(C3CCCCC3)C2=O)cc1 (stereo not given)
 : 1 | -5 | 1 | 0 | -14 | -1 | x
O=C(C[C@@H]1CC[C@H](NC(=O)c2ccncc2)[C@@H](CO)O1)NCC1CC1
 : -3 | 4 | -1 | x | -7 | 0 | -24
C[C@@H]1CN([C@@H](C)CO)C(=O)c2cc(NC(=O)CCC(F)(F)F)ccc2O[C@@H]1CN(C)Cc1ccncc1
 : -5 | -1 | 3 | 9 | -3 | -4 | -5
CCC1CSC(=Nc2ccc(C)cc2)N1C(=O)CN1C(=O)NC2(CCCC2)C1=O (stereo not given)
 : 4 | 4 | -1 | -45 | -2 | 5 | -16
COC(=O)c1ccccc1N=Nc1c(C)noc1C
 : 7 | -11 | 2 | 12 | -3 | 0 | -8
COc1ccc2c3c(n(C)c2c1)[C@@H](CO)N(S(C)(=O)=O)CC31CCN(C(=O)Nc2cccc(F)c2)CC1
 : 18 | -3 | 2 | 11 | x | x | -1
CS(=O)(=O)N1CC2(C1)[C@@H](c1ccccc1)[C@H](CO)N2C(=O)C1CCC1
 : x | -8 | -1 | x | x | -2 | -3
COc1ccc2c3c(n(C)c2c1)[C@H](CO)N(Cc1ccncc1)CC31CCN(C(=O)Nc2cccc(F)c2)CC1
 : 22 | -1 | 1 | x | x | -10 | 8
O=C(Nc1ccc(N2CCCC2)cc1)c1cc(Cl)ccc1Cl
 : 8 | -1 | -1 | 2 | 0 | -1 | 1
Cc1cccc(C(=O)OCC(=O)NC(=O)NCc2ccccc2)c1
 : 3 | 2 | -6 | -7 | -3 | 16 | -10
Oc1ccc(C=Nc2ccccc2-c2nc3ccccc3[nH]2)c(O)c1
 : -117 | -1 | -13 | -112 | 5 | 0 | -34
Cc1ccccc1NC(=O)c1ccc(NS(=O)(=O)c2cc(C(C)(C)C)cc(C)c2C)cc1
 : 8 | x | x | 12 | -6 | x | 20
COc1ccc2cc(/C=N/NC(=O)CSCc3ccc([N+](=O)[O-])cc3)c(Cl)nc2c1
 : -2 | x | -4 | x | -5 | -2 | 6
CCc1cc2c3c(c(=O)oc2cc1OCC(=O)OC)CCCC3
 : 9 | 16 | -10 | 32 | 0 | 1 | -6
CCOC(=O)c1ccc(NC(=O)NC2=NCCS2)cc1
 : -12 | -3 | x | -117 | x | -3 | x
C[C@@H]1CN([C@H](C)CO)C(=O)c2cc(NS(=O)(=O)c3cccs3)ccc2O[C@@H](C)CCCCO[C@H]1CN(C)S(=O)(=O)c1cccs1
 : 6 | -4 | 4 | 23 | 7 | 0 | -3
CCOC(=O)N1CCN(C2CC(=O)N(c3ccccc3)C2=O)CC1 (stereo not given)
 : -7 | x | -1 | x | -7 | 0 | -2
C[C@@H]1CCCCO[C@@H](CN(C)Cc2ccc(Cl)c(Cl)c2)[C@@H](C)CN([C@@H](C)CO)C(=O)c2cc(NS(=O)(=O)c3ccc(Cl)cc3)ccc2O1
 : 7 | -4 | x | 29 | x | -4 | 6
CNC(=O)C1=C(C)NC(=S)NC1c1cc2c(cc1OC)CCCC2 (stereo not given)
 : x | x | x | 17 | 5 | x | -7
CCC(=O)Nc1ccc2c(c1)OC[C@@H](C)N(CC1CCOCC1)C[C@H](C)[C@H](OC)CN(C)C2=O
 : 5 | -4 | 2 | -4 | -10 | -3 | 10
Cc1c(C(=O)N2CCCCC2)c(S(=O)(=O)NCc2ccc(Cl)cc2)c(C)n1C
 : -3 | -6 | -2 | 11 | 0 | -1 | 4
CC(NS(=O)(=O)/C=C/c1ccccc1)C(=O)O (stereo not given)
 : 8 | -1 | -2 | 17 | -13 | -2 | 10
Cc1csc(SCC(=O)NC(=O)C2CCCCC2)n1
 : 3 | -2 | -1 | -1 | -3 | -3 | 13
CN1C(=O)c2cc(NC(=O)NC3CCCC3)ccc2OC[C@@H]2O[C@@H](CC(=O)NC3CCC3)CC[C@H]21
 : -5 | -5 | -6 | 6 | -3 | 1 | -12
CC(C)(C)c1ccc(CCC2OCC(CN3CCOCC3)O2)cc1 (stereo not given)
 : 4 | -8 | -4 | -6 | 4 | 8 | -18
COc1cccc(NC(=S)NC(C)c2ccc(OC)c(OC)c2)c1 (stereo not given)
 : 4 | -3 | -1 | -5 | 1 | -1 | -7
COC(=O)C[C@H]1CC[C@@H]2[C@@H](COc3ccc(NC(=O)c4ccc(OC)cc4)cc3C(=O)N2C)O1
 : -76 | -8 | 3 | -32 | -5 | 0 | 4
O=C(NNc1nc2cc3c(cc2s1)OCCO3)c1ccc(F)cc1
 : -2 | 11 | 2 | -6 | 21 | 2 | -41
C[C@@H]1CCCCO[C@H](CN(C)S(=O)(=O)c2ccc(Cl)cc2)[C@H](C)CN([C@@H](C)CO)C(=O)c2cc(NC(=O)NC3CCCCC3)ccc2O1
 : 6 | 10 | 13 | 63* | -6 | -2 | 22
C[C@@H]1CCCCO[C@@H](CN(C)C(=O)Nc2ccc(C(F)(F)F)cc2)[C@H](C)CN([C@H](C)CO)C(=O)c2cc(NS(=O)(=O)c3cccs3)ccc2O1
 : 27 | -10 | 0 | 85* | -6 | 2 | 6
N#C[C@H]1N[C@H](CO)[C@H]1c1ccccc1
 : -4 | -3 | 4 | 5 | -7 | -1 | 1
COC(=O)C[C@@H]1C[C@@H]2c3cc(NC(=O)Nc4ccccc4F)ccc3O[C@@H]2[C@H](CO)O1
 : -28 | 4 | 2 | x | 2 | -5 | -1
COc1cccc(C#Cc2ccc([C@H]3[C@H]4CN(C(C)=O)CC(=O)N4[C@H]3CO)cc2)c1
 : x | 0 | 0 | x | x | 1 | -6
CC1CCN(C(=O)C2CCCN(S(C)(=O)=O)C2)CC1 (stereo not given)
 : -3 | 1 | -2 | x | 4 | 0 | -8

Ten successive compounds already listed:
The line under a structure holds: EWS-Fli block | DENV2 CPE | SIRT5 inh | PAX8 inh HTS | ARNT TACC3 PPI | CASP6 VEID inh | LGR2 antag
CCC(=O)Nc1ccc2c(c1)OC[C@@H](C)N(CC1CCOCC1)C[C@H](C)[C@H](OC)CN(C)C2=O
 : 5 | -4 | 2 | -4 | -10 | -3 | 10
Cc1c(C(=O)N2CCCCC2)c(S(=O)(=O)NCc2ccc(Cl)cc2)c(C)n1C
 : -3 | -6 | -2 | 11 | 0 | -1 | 4
CC(NS(=O)(=O)/C=C/c1ccccc1)C(=O)O (stereo not given)
 : 8 | -1 | -2 | 17 | -13 | -2 | 10
Cc1csc(SCC(=O)NC(=O)C2CCCCC2)n1
 : 3 | -2 | -1 | -1 | -3 | -3 | 13
CN1C(=O)c2cc(NC(=O)NC3CCCC3)ccc2OC[C@@H]2O[C@@H](CC(=O)NC3CCC3)CC[C@H]21
 : -5 | -5 | -6 | 6 | -3 | 1 | -12
CC(C)(C)c1ccc(CCC2OCC(CN3CCOCC3)O2)cc1 (stereo not given)
 : 4 | -8 | -4 | -6 | 4 | 8 | -18
COc1cccc(NC(=S)NC(C)c2ccc(OC)c(OC)c2)c1 (stereo not given)
 : 4 | -3 | -1 | -5 | 1 | -1 | -7
COC(=O)C[C@H]1CC[C@@H]2[C@@H](COc3ccc(NC(=O)c4ccc(OC)cc4)cc3C(=O)N2C)O1
 : -76 | -8 | 3 | -32 | -5 | 0 | 4
O=C(NNc1nc2cc3c(cc2s1)OCCO3)c1ccc(F)cc1
 : -2 | 11 | 2 | -6 | 21 | 2 | -41
C[C@@H]1CCCCO[C@H](CN(C)S(=O)(=O)c2ccc(Cl)cc2)[C@H](C)CN([C@@H](C)CO)C(=O)c2cc(NC(=O)NC3CCCCC3)ccc2O1
 : 6 | 10 | 13 | 63* | -6 | -2 | 22

The listing continues.
The line under a structure holds: EWS-Fli block | DENV2 CPE | SIRT5 inh | PAX8 inh HTS | ARNT TACC3 PPI | CASP6 VEID inh | LGR2 antag
CC(=O)c1cn(CC(=O)Nc2ccccc2C(F)(F)F)c2ccccc12
 : 24 | 2 | -4 | 27 | -6 | -2 | 10
Cc1cccc(C)c1-n1nnnc1C(CCc1ccccc1)N1CCN(C/C=C/c2ccccc2)CC1 (stereo not given)
 : -16 | 4 | 1 | -20 | x | 0 | 10
COc1cc(CCC(=O)OCC(=O)Nc2ccccc2F)cc(OC)c1OC
 : -10 | -2 | -3 | 5 | -5 | -1 | 22
COc1cccc(-c2ccc([C@@H]3[C@@H](CO)N4CCCCN(C(=O)c5ccc(F)cc5)C[C@@H]34)cc2)c1
 : 4 | 5 | -3 | 2 | 4 | 0 | 3
CC(=O)c1ccc(NC(=O)c2cc3ccccc3o2)cc1
 : -47 | 3 | -4 | -132 | -2 | -12 | -43
COCCCNC(=S)NC1CCCCC1
 : x | x | x | -14 | 2 | x | -5
COc1cc(NC(=O)COC(=O)c2ccc3ccccc3n2)cc(OC)c1
 : 9 | -5 | 0 | 8 | -3 | 0 | -6
CC(O)(c1cccc(F)c1)c1nc(-c2ccc3ccccc3c2)cs1 (stereo not given)
 : -36 | -5 | 1 | -48 | x | 1 | -28
O=C(NCCc1ccccc1)C1Cc2c(-c3ccc4c(c3)OCO4)ccnc2O1 (stereo not given)
 : -4 | 11 | x | 6 | x | 11 | 0
COC(=O)c1cc(C(=O)OCC(=O)NC2CCCC2)cc([N+](=O)[O-])c1
 : -11 | -3 | -2 | 4 | -6 | -5 | 0
Cc1nn(-c2ccccc2)c(C)c1/C=N/NC(=O)c1cc(-c2cccs2)[nH]n1
 : 17 | u | -4 | 42 | 6 | -1 | x
Clc1ccc(OCCN2CCOCC2)cc1
 : -10 | 6 | 3 | -5 | 1 | 0 | -8
O=C(COC(=O)c1ccco1)Nc1cc(S(=O)(=O)N2CCOCC2)ccc1Cl
 : 4 | -1 | 0 | -10 | x | 2 | -26
C[C@H](CO)N1C[C@H](C)[C@@H](CN(C)Cc2ccc(Oc3ccccc3)cc2)Oc2ccc(NC(=O)C3CCCCC3)cc2CC1=O
 : 9 | -3 | -2 | 15 | x | -5 | 12
